Assay outcomes as filed in PubChem BioAssay.
TIM10 inh: growth inhibitors of isogenic TIM10 control yeast, primary screen, counter-screen for tim10-1 yeast inhibitor project, luminescence, uHTS; 330,000 compounds, 1.4% hits; S. cerevisiae TIM10 strain growth, BacTiter-Glo luminescence, 24 h; AID 463195, 2010; inhibition, % at 10 µM;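 active = inhibition of 40% or more at the single tested concentration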;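 note: wild-type TIM10 isogenic control strain grown at permissive 25 °C; 0% = DMSO yeast wells and 100% = minimal medium wells without yeast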
tim10-1 inh: growth inhibitors of tim10-1 mutant yeast, primary screen, luminescence, uHTS; inhibition, % at 20 µM; 330,000 compounds, 2.2% hits; S. cerevisiae tim10-1 ts strain growth, BacTiter-Glo, 24 h;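 active = inhibition of at least 40%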;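 note: mutant grown at 25 °C; 0% = DMSO wells with yeast and 100% = wells holding no yeast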
tim23-1 inh: growth inhibitors of tim23-1 mutant yeast, primary screen, luminescence, uHTS. inhibition, % at 20 µM. 330,000 compounds, 1.3% hits. S. cerevisiae tim23-1 growth, BacTiter-Glo luminescence, 24 h;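 active = growth inhibition of the mutant yeast at or above 50%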;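 note: temperature-sensitive mutant grown at 25 °C; plate controls were DMSO-treated mutant yeast for no effect and medium wells lacking yeast for full effect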
APJ agonist: agonists of human apelin receptor APJ, primary screen, CHO-K1 cells, PathHunter beta-arrestin, luminescence | AID 2520, 2010 | activation, % at 20 µM | 330,000 compounds, 0.11% hits | 0% DMSO wells, 100% apelin;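 active = activation more than six SD over the plate average, tested at 20 µM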;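 note: 0% = DMSO alone and 100% = apelin-13 at 10 nM; some results filed as inactive read as strong as hits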
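Test system: CHO-K1 APJ beta-arrestin complementation cell line. Amount: cell density 1000 per well. Controls: DMSO negative, 10 nM Apelin-13 positive. Signal: luminescent beta-gal fragment complementation, chemiluminescent substrate. Read-out basis: agonist-driven arrestin binding to APJ. Timing: compound stimulation 90 min at 25 °C, detection 60 min.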
CXCR6 inh: CXCR6 receptor inhibitors, primary screen, cell-based, beta-arrestin, luminescence, CHO-K1 PathHunter, 1536-well; inhibition, % at 20 µM; 360,000 compounds, 0.36% hits; in the data active = inhibition above about 34%, passing the limit was not always enough;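 note: antagonist mode with CXCL16 agonist at 10 nM final; 0% = 10 nM CXCL16 with DMSO and 100% = unstimulated wells without agonist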
Mdm2-MdmX inh: inhibitors of human Mdm2-MdmX association, primary screen, cell-based, luminescence, split luciferase, SaOS-2, uHTS; Protein Mdm4 (Homo sapiens) + E3 ubiquitin-protein ligase Mdm2 (Homo sapiens), …; SaOS-2 split-luciferase Mdm2/MdmX complementation; inhibition, % at 8 µM; 330,000 compounds, 3% hits;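 active = inhibition of at least 50% at 8 µM in the primary screen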
Target sequence (O15151 whole entry, looked up): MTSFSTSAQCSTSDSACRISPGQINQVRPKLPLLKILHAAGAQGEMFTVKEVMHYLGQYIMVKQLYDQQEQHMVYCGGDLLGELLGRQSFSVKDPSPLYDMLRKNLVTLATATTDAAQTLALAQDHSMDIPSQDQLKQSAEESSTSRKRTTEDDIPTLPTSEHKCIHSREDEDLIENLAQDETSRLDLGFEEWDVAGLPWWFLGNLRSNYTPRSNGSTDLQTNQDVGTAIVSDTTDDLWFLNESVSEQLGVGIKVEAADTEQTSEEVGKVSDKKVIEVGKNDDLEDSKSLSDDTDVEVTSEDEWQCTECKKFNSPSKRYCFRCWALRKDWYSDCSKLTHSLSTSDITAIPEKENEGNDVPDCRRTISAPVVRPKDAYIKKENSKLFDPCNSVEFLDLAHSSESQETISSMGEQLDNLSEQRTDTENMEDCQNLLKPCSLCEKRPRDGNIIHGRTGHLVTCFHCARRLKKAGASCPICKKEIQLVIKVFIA
Target sequence (Q00987 whole entry, looked up): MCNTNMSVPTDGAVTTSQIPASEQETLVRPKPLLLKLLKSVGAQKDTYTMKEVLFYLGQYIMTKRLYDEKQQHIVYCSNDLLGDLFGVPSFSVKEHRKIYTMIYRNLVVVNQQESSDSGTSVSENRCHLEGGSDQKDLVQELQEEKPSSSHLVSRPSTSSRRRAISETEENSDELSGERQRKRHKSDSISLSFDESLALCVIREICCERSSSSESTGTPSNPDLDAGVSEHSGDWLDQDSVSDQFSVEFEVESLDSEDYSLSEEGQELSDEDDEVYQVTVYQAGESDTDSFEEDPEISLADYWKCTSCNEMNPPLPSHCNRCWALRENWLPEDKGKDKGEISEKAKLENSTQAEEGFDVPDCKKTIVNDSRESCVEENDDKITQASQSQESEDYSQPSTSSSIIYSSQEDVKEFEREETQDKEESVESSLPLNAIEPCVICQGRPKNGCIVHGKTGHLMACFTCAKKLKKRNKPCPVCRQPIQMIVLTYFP
XBP1 UPR activ: activators of adaptive XBP1 UPR arm, primary screen, cell-based, CHO-XBP1 luciferase reporter, luminescence, uHTS; IRE1-XBP1 UPR activation; percent of tunicamycin response, DMSO as zero; activation, % at 20 µM; 330,000 compounds, 0.33% hits; AID 463104, 2010;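 active = versus positive control, 20 µM dose yields 30% or more activation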;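 note: 100% = tunicamycin at 10 µg/mL and 0% = DMSO only wells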
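Material – CHO cell line with stable XBP1 luciferase reporter · Buffer or medium – F12 plus 10% FBS · Compound – single point, 20 µM final compound, 1% DMSO · Schedule – 16-18 h cell attachment at 37 °C, then 6 h compound exposure · Signal – Steady-Glo luminescence read · Benchmarks – high control tunicamycin 10 µg/mL final, low control DMSO vehicle only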
APJ antagonist: antagonists of human apelin receptor APJ, primary screen, CHO-K1 cells, beta-arrestin complementation, luminescence; P35414; inhibition, % at 20 µM; 330,000 compounds, 0.32% hits; AID 2521, 2010;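 active = inhibition above about 40% at 20 µM, limit read from the data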;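 note: cells challenged with 10 nM apelin-13 agonist together with compound; plate controls were apelin-13 plus DMSO wells for no effect and DMSO wells lacking apelin-13 for full effect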
UPR CHOP act: activators of apoptotic CHOP UPR arm, primary screen, cell-based, CHO-CHOP luciferase reporter, luminescence, uHTS; UPR activation; percent of tunicamycin response over DMSO baseline; activation, % at 10 µM; 330,000 compounds, 0.34% hits; AID 449763, 2010;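 active = at 10 µM dose, activation of 40% or more, normalized to positive control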;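 note: 100% = tunicamycin at 10 µg/mL and 0% = DMSO alone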
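Test system: CHO-CHOP cells, stable luciferase reporter of PERK-eIF2a-CHOP signalling | Quantity: 500 CHO-CHOP cells per well | Buffer or medium: F12 plus 10% serum | Compound dosing: 10 µM single point, 0.5% DMSO | Schedule: 6 h compound treatment, 37 °C | Signal: Luciferase luminescence | Control set: Tunicamycin high control, DMSO low control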
An asterisk follows results filed as active; . = not tested or not shown.

canonical_smiles | Mdm2-MdmX inh | tim23-1 inh | APJ agonist | UPR CHOP act | XBP1 UPR activ | tim10-1 inh | APJ antagonist | CXCR6 inh | TIM10 inh
COC(=O)Nc1ccc(S(=O)(=O)N2CCC(C)CC2)cc1 | 15 | 10 | -3 | 0.4 | -1 | 18 | 15 | -5 | 12
CCCCc1cn([C@@H](CCCCN)C(=O)N2CCNCC2)nn1 | 17 | 0 | -2 | -2.2 | -2 | -14 | -21 | -5 | 1
CS(=O)(=O)c1ccc2nc(NC(=O)C3=NN(c4ccccc4)C(=O)CC3)sc2c1 | 6 | 6 | 1 | -0.5 | -2 | 1 | -23 | -6 | 5
Cc1cccc(NC(=O)c2cccc(C(=O)Nc3cccc(C)c3)n2)c1 | 15 | 8 | 1 | 3.1 | 1 | 13 | 13 | -2 | 14
O=C(CC1Nc2ccccc2NC1=O)c1ccccc1 (configuration not stated) | -162 | -12 | -3 | 12 | -1 | 7 | 30 | . | 6
O=C(NCCc1ccc2c(c1)OCCO2)c1ccccc1F | -19 | 1 | -3 | 3.3 | 2 | 1 | -8 | -2 | -4
N#Cc1ccc(C2=CC(=O)C[C@H](c3ccc(F)cc3)C2)cc1 | -7 | 37 | -1 | -0.4 | -3 | 16 | 12 | 4 | -26
Cc1nc2ccccn2c1/C(O)=C1\C(=O)C(=O)N(CCN2CCOCC2)C1c1ccncc1 (configuration not stated) | -11 | 14 | -1 | -3.5 | -3 | -2 | 2 | 7 | 2
O=C(Nc1nccs1)c1cc2sccc2n1Cc1ccc(F)cc1 | 36 | 13 | 2 | 2.6 | 4 | 19 | -19 | -5 | 22
O=[N+]([O-])c1cccc(/C=C/c2nc(C=Nc3ccccc3)c(O)o2)c1 | 7 | -19 | -3 | 1.8 | 36* | 17 | 9 | 13 | -16
Cc1cc(C(=O)CSc2nncs2)c(C)n1-c1ccc2c(c1)OCO2 | -40 | 35 | -6 | 3.2 | -3 | -36 | -10 | 4 | 2
O=C(/C=C/c1ccccc1)c1ccccc1O | -17 | 56* | 5 | 31 | 79* | 49* | 7 | 20 | 34
O=C(COc1ccc(F)cc1Br)N1CCN(c2ncccn2)CC1 | 11 | 17 | -2 | 1.0 | -2 | 31 | 4 | 4 | 25
CC(=O)Nc1ccc(NC(=O)c2sc(-c3ccccc3)nc2C)cc1 | 14 | 15 | 1 | -1.3 | -4 | 18 | 4 | 0 | 14
COc1ccc(OC)c(C(C(=O)NCc2ccco2)N(C(=O)Cn2nnc3ccccc32)C2CC2)c1 (configuration not stated) | -22 | 6 | 1 | 3.8 | 0 | 6 | -8 | -1 | 8
CCCn1c2ccccc2c2nnc(SCC(=O)Nc3c(C)n(C)n(-c4ccccc4)c3=O)nc21 | -34 | 12 | . | 0.5 | -2 | 7 | 11 | 1 | 1
CN(C)P(=NC(=O)COc1ccc(Cl)cc1Cl)(N(C)C)N(C)C | -16 | 33 | -3 | 0.1 | 0 | 22 | 11 | -1 | 19
O=C(/C=C/c1ccco1)Nc1nc(-c2ccccc2)cs1 | -40 | 23 | -1 | 5.7 | 3 | -58 | -7 | 0 | -2
Cc1ccc(CN2CCN(CC3CC4C=CC3C4)CC2)cc1 (configuration not stated) | 15 | -10 | -2 | 0.0 | -4 | 6 | -19 | -8 | -8
Cc1ccc(S(=O)(=O)C2(C(=O)Nc3ccc4c(c3)OCO4)CC2)cc1 | 18 | 26 | 0 | 1.3 | -1 | 23 | 6 | 9 | 10
Cc1ccccc1CN(c1ccc(C(=O)Nc2ccccc2C(=O)N2CCCC2)cc1)S(C)(=O)=O | 0 | 4 | -2 | -2.1 | -2 | 14 | 19 | 6 | 7
CC(=O)Nc1ccc2ccc3cccc4ccc1c2c34 | 28 | 11 | -3 | -0.8 | 1 | 9 | -1 | -6 | 0
C=CCN1CN(S(=O)(=O)c2cccc(Cl)c2)c2nc3ccccc3nc21 | -1 | 10 | 1 | 1.9 | 1 | 10 | 10 | 2 | 1
O=C(NNC(=S)Nc1ccc(Cl)cc1Cl)c1ccncc1 | -26 | 18 | -1 | -2.6 | -2 | 18 | -5 | 13 | 5
COc1ccc(S(=O)(=O)NCC2CCC(C(=O)NCCC(C)C)CC2)cc1 (configuration not stated) | -20 | 14 | 3 | 4.5 | -1 | 9 | -13 | 2 | -12
Cc1c2cnn(CC(=O)NCc3ccccn3)c(=O)c2c(C)n1Cc1ccc(Cl)cc1 | 19 | 3 | -2 | 0.6 | -3 | -1 | 11 | 5 | 3
COc1ccc(Nc2nc(-c3cccc(OC)c3O)nc3ccccc23)cc1 | 37 | 34 | 3 | 1.9 | 22 | 28 | -4 | -1 | 10
COc1ccc(CCNc2ccc(S(=O)(=O)N3CCCC3)cc2[N+](=O)[O-])cc1 | 28 | 17 | -2 | 0.7 | -2 | 12 | 1 | 8 | 9
O=C(Nc1ccccn1)c1cc(-c2cccc(Cl)c2)nc2ccccc12 | 17 | 30 | 1 | -1.5 | -2 | 35 | 1 | -3 | 13
CC(c1ccco1)N(C(=O)c1ccc(Cl)c([N+](=O)[O-])c1)c1ccccn1 (configuration not stated) | 1 | 19 | 0 | 0.6 | 6 | 19 | -9 | 0 | 3
O=C(NCCO)Nc1ccc2nsnc2c1 | -15 | 6 | 0 | 6.7 | 3 | 12 | 16 | -5 | 6
O=C(c1cc(-c2ccc(O)cc2)on1)N1CCCc2ccccc21 | 8 | 54* | -6 | 2.3 | 3 | 25 | 7 | 4 | 39
COc1ccc(-c2noc(CN(C)C(=O)c3ccc4c(c3)OCO4)n2)cc1 | 3 | -6 | -1 | 2.8 | -4 | -20 | 13 | -9 | 9
CCCOc1ccccc1N/C(=N\S(=O)(=O)c1ccc(C)cc1)Nc1nc(C)cc(C)n1 | 20 | 22 | -5 | -0.3 | -8 | 22 | -14 | -6 | 9
O=C(Nc1nc2ccc(S(=O)(=O)N3CCCC3)cc2s1)c1ccccn1 | 40 | 32 | -5 | 5.7 | 9 | 15 | 15 | -6 | 24
O=C(COc1ccc2ccccc2c1)Nc1nc2ccccc2[nH]1 | 36 | -4 | -4 | -0.3 | 3 | -6 | -17 | -8 | -6
Cc1c(C(=O)O)sc(S(=O)(=O)N2CCN(C(=O)Cc3ccc(F)cc3)CC2)c1C(=O)O | -16 | 15 | -4 | 0.1 | 3 | 5 | 2 | -2 | 2
Cc1ccc(C(=O)NCc2occc2C(=O)O)o1 | 2 | 5 | 0 | -0.6 | -1 | 13 | 11 | -3 | 5
CC(C)Cc1nn2c(=O)cc(O)nc2s1 | 18 | 9 | -3 | -2.1 | 2 | 2 | -10 | -11 | -7
O=S(=O)(c1cccc(C(F)(F)F)c1)N1CCN(CC(O)COCc2ccccc2)CC1 (configuration not stated) | 2 | 23 | -1 | -2.6 | -2 | 10 | -9 | -5 | 17
CCCCOc1ccc2c(c1)C(=O)c1cc(O)ccc1-2 | -130 | 49 | -3 | 7.2 | 2 | 28 | 5 | 16 | -23
Cc1cc(C)c(OCC(O)CN2CCN(C(=O)c3ccccc3)CC2)c(C)c1 (configuration not stated) | 18 | 19 | -3 | 1.9 | -2 | 13 | 3 | 2 | 2
CCc1nc2ccc(C(=O)NC3CCC(C)CC3)cc2nc1CC (configuration not stated) | -14 | 43 | 0 | 4.0 | 3 | 40 | 24 | 3 | 5
COc1ccccc1C(=O)NCCC(=O)NNC(=O)c1ccccc1O | 5 | 8 | -3 | -0.4 | 0 | -3 | 13 | 2 | 96*
Cc1cc[n+](CC(=O)Nc2cccc(C)c2)cc1 | 13 | 11 | -2 | 1.7 | -1 | 13 | -9 | -8 | -1
O=C(CSc1nnc(SCc2ccccc2)s1)N/N=C/C=C/c1ccco1 | -25 | 20 | -2 | 1.2 | 1 | 23 | 17 | -7 | 13
O=C(/C=C/c1ccc(Cl)cc1)Nc1cc(S(=O)(=O)N2CCOCC2)ccc1N1CCOCC1 | 14 | 21 | -2 | -0.8 | -1 | 26 | -3 | -3 | 4
O=C1CNC(=S)N1Cc1ccccc1 | 38 | 1 | -4 | -0.9 | -2 | -11 | -13 | 0 | -13
COc1ccccc1CCNCc1ccc(OC)c(OCc2ccccc2)c1 | 39 | 9 | 4 | 1.9 | 0 | 17 | -14 | 2 | -8
O=C(CSc1nnc(CNc2ccc(F)cc2)n1Cc1ccco1)N1CCCC1 | 1 | 11 | -4 | -0.7 | 0 | 8 | -6 | -8 | 7
CC(=O)N(CN1C(=O)c2ccc([N+](=O)[O-])cc2C1=O)c1cccc(C(=O)O)c1 | 18 | -2 | -2 | -2.4 | -6 | 10 | -11 | -4 | -25
O=C(NC1CC1)C1=C[C@@H](c2ccc3c(c2)OCO3)C[C@@H](OCCCCO)O1 | -19 | 20 | 10 | -0.8 | -1 | 3 | -13 | -5 | 5
COc1ccc(S(=O)(=O)Nc2ccc3c(c2)C(=O)N([C@H](C)CO)C[C@H](C)[C@@H](CN(C)C(=O)NC2CCCCC2)O3)cc1 | 20 | 5 | -1 | -0.5 | 0 | -4 | 0 | -8 | 3
O=C(Nc1cccc(N2CCCC2)c1)c1cccs1 | 5 | 40 | 3 | 0.0 | 2 | 17 | 16 | -1 | 34
O=C(N/N=C(/c1ccccc1)c1ccncc1)c1ccc2c(c1)OCO2 | 0 | 24 | 5 | 0.8 | 0 | 16 | -2 | 2 | 11
Cc1nonc1C(=O)N/N=C/c1ccc(O)c(O)c1 | 17 | 0 | 0 | 32 | 13 | 17 | -6 | -6 | 6
COc1ccccc1N(CC(=O)Nc1ccc(S(=O)(=O)N2CCCCC2)cc1)S(C)(=O)=O | -5 | 8 | 0 | -2.4 | 0 | 28 | -8 | 0 | -4
COc1cc(C(=O)Oc2ccccc2)ccc1OCc1c(C)noc1C | 28 | -6 | 2 | 1.4 | 0 | 8 | -1 | -2 | -9

A portion of the library (hit frequency here may not be typical).
